GalR3 antagonist = GalR3 antagonists in HEK293 cells, primary screen, cell-based, fluorescence readout; HEK293 GalR3-CNG cAMP membrane potential fluorescence; galR3 body fused to GalR1 C-terminus; Galanin receptor type 3 (Homo sapiens), O60755; inhibition, % at 3 µM; 360,000 tested, 0.44% active; AID 651719, 2012;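 active = inhibition above the screen-wide average plus 3 SD, cut at about 13% in these data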;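 note: forskolin and galanin both at EC90 stimulate the cells; cAMP rise reported by CNG channel membrane potential dye signal; 0% = forskolin plus galanin with DMSO and 100% = forskolin alone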
Target sequence (O60755 1-299 limits assumed): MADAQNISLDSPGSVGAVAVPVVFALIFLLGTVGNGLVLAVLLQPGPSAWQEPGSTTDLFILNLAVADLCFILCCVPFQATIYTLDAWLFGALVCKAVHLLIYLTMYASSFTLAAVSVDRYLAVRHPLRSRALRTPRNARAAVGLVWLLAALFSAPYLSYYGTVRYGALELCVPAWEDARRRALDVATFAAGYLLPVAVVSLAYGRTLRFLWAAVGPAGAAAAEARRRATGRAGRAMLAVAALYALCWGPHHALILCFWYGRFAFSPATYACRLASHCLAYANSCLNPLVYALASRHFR
Active calls of the source: *. A portion of the library; the hit share may differ from the screen's.

For COc1ccc(N2C[C@@]3(O)CC[C@@H](O)[C@@H](OC)[C@@H]3[C@@](C)(O)[C@@H]2CC=C(C)C)cc1 the results were GalR3 antagonist 5.0.
Screening CCOC(=O)C1(C)CCCN1C(=O)c1cc(F)ccc1C (centres undefined) returned GalR3 antagonist -4.7.
Screening O=C1NC[C@H](CCCCN2C[C@H](Cc3ccccc3)N(CCC3CCCCC3)C(=O)C2=O)N(CC2CCCCC2)C1=O returned GalR3 antagonist -5.2.
CCOc1ccc(Cl)cc1-c1cc(C(=O)NCc2ccccc2)[nH]n1 was read as GalR3 antagonist -7.0.
CC(C)(C)c1ccc(C#C[C@@H]2C=C[C@H](O)[C@@H](COC(=O)Nc3ccccc3)O2)cc1 was read as GalR3 antagonist -3.1.
Screening CC[C@@H]1Cc2[nH][nH]c(=O)c2[C@H](CC(C)C)O1 returned GalR3 antagonist -5.9.
`CC1(C(=O)NCc2ccccc2)CN(S(C)(=O)=O)CC(=O)N1C1CC1` (centres undefined) gave GalR3 antagonist -5.0.
`CC(C)[C@H](NC(=O)c1ccc(Cl)c(Cl)c1)C(=O)N1CCC[C@H]1C(=O)NCc1ccccc1` gave GalR3 antagonist -2.8.
`CCOC(=O)C1=CC[C@@H](c2ccc(F)cc2)N(S(=O)(=O)c2ccc(C)cc2)[C@H]1c1ccccc1` gave GalR3 antagonist -6.3.
CCC(=O)N1CCCC(C)(C(=O)Nc2nccc3ccccc23)C1 (centres undefined) was read as GalR3 antagonist -0.9.
For COCc1[nH]nc2c1C(c1ccc(F)cc1)N(c1ccccc1)C2=O (centres undefined) the results were GalR3 antagonist -6.0.
CCN=C1NC(c2ccccc2C(F)(F)F)C(C(=O)OC)=C(C)N1Cc1ccc(C(F)(F)F)cc1 (centres undefined) was read as GalR3 antagonist -4.0.
`CC(C)C[C@H]1CNC(=O)C(=O)N1C[C@@H]1CCCN1C[C@H](CC(C)C)N1C[C@H](Cc2ccc(O)cc2)N(CCc2ccccc2)C(=O)C1=O` gave GalR3 antagonist -1.5.
`COCCCN1C(=O)C(CC(=O)NCc2cccc3ccccc23)CC(C(=O)N2CCCCCC2)=C1C` (centres undefined) gave GalR3 antagonist -0.6.
For COC(=O)C1=C(C)N(Cc2cccc(C(F)(F)F)c2)C(=NCc2cc(OC)c(OC)c(OC)c2)NC1c1cccc(C(F)(F)F)c1 (centres undefined) the results were GalR3 antagonist -5.1.
`CC(=O)Nc1cccc(-c2ccnc3c2CC(C)(C(=O)Nc2ccc(C(C)C)cc2)O3)c1` (centres undefined) gave GalR3 antagonist -5.8.
`CCCCN1CC(N2CCN(CCN(C)C)CC2)CS1(=O)=O` (centres undefined) gave GalR3 antagonist -4.9.
COc1ccccc1-n1cc(CN2CCc3onc(-c4ccc(Br)cc4)c3C2=O)nn1 was read as GalR3 antagonist -5.8.
`CN1CCN(C(=O)c2cccc(-c3cnc4cnc(-c5ccccc5Oc5ccccc5)cn34)c2)CC1` gave GalR3 antagonist -10.0.
Screening CC(=O)CC(=O)O[C@@H]1C=C[C@H](NC(=O)OC(C)(C)C)C1 returned GalR3 antagonist -5.8.
COCCCN1C(=O)C(CC(=O)NCc2cccs2)CC(C(=O)N2CCCCCC2)=C1C (centres undefined) was read as GalR3 antagonist -6.9.
Cc1cc(F)ccc1C(O)c1ncc(-c2ccccc2Cl)[nH]1 (centres undefined) was read as GalR3 antagonist 0.3.
`Cc1ccc(S(=O)(=O)N2CCC(=O)N([C@H](COCc3ccccc3)C(C)C)CC2)cc1` gave GalR3 antagonist -8.1.
COc1ncc(-c2ccc(N3C(c4ccc([N+](=O)[O-])cc4)=Cc4ccccc4C3CC(C)=O)cc2)cn1 (centres undefined) was read as GalR3 antagonist -2.2.
For Cc1ccc(S(=O)(=O)N2C[C@H]3[C@H]4C(=O)N(Cc5ccccc5)C(=O)[C@H]4CC(=O)[C@H]3[C@@H]2c2ccccc2F)cc1 the results were GalR3 antagonist -0.6.
`COc1ccc(NC(=O)C(c2ccc(C(F)(F)F)cc2)n2c(=O)c(-c3ccco3)nc3ccccc32)cc1` (centres undefined) gave GalR3 antagonist 3.0.
`CCCCS(=O)(=O)NCC1CCN(C(=O)C(=O)c2cc3ccccc3o2)CC1` gave GalR3 antagonist -3.2.
CCCCN(C)C(=O)c1ccc(Nc2nc(C(N)COCc3ccccc3)cs2)nc1 (centres undefined) was read as GalR3 antagonist -6.1.
Cc1cc(O)cc(=O)n1-c1ccc(OC(F)F)cc1 was read as GalR3 antagonist -4.3.
Screening CCOC(=O)C1=CCN(S(=O)(=O)c2ccccc2C)C1c1cccc(F)c1 (centres undefined) returned GalR3 antagonist -7.3.
`NC(CCc1ccccc1)c1csc(NC(=O)NCC2CCCCC2)n1` (centres undefined) gave GalR3 antagonist -7.3.
COc1cc(NC(=O)c2ccc(-c3cnn(C)c3)c3ccoc23)cc(OC)c1OC was read as GalR3 antagonist 3.3.
Screening FC(F)(F)c1cccc(-c2cc3nc(NCCCn4ccnc4)ccn3n2)c1 returned GalR3 antagonist -4.3.
Screening CN1OC[C@@H]2CN(C(=O)c3cccc4ccccc34)[C@H](c3ccccc3Br)C[C@@H]21 returned GalR3 antagonist -5.7.
Screening OC(Cc1ccccc1Br)c1ncc(-c2ccc(Cl)cc2)[nH]1 (centres undefined) returned GalR3 antagonist -3.5.
Screening O=C(Nc1ccc2c(c1)OCCO2)C(c1ccccc1)n1c(=O)c(-c2cc3ccccc3[nH]2)nc2ccccc21 (centres undefined) returned GalR3 antagonist -2.9.
CCCCC[C@H](C)N1C[C@@H](COCc2ccccc2)Oc2cc(N3CCC[C@H]3CO)ccc2S1(=O)=O was read as GalR3 antagonist -7.0.
CC(C)CNC(=O)C1(C)CCCN1C(=O)c1cccnc1 (centres undefined) was read as GalR3 antagonist -0.8.
For CC1(C(=O)NS(=O)(=O)c2ccc(F)cc2F)CCN1C(=O)C/C=C/c1ccccc1 (centres undefined) the results were GalR3 antagonist -4.6.
`Cc1ccccc1C(=O)N1CCC[C@H]1C(=O)N1CCC[C@H]1C(=O)NCc1ccccn1` gave GalR3 antagonist 2.5.

14 entries from above, ordered by formula weight, lowest first.
Cc1cc(F)ccc1C(O)c1ncc(-c2ccccc2Cl)[nH]1 (centres undefined) was read as GalR3 antagonist 0.3.
`NC(CCc1ccccc1)c1csc(NC(=O)NCC2CCCCC2)n1` (centres undefined) gave GalR3 antagonist -7.3.
Screening OC(Cc1ccccc1Br)c1ncc(-c2ccc(Cl)cc2)[nH]1 (centres undefined) returned GalR3 antagonist -3.5.
Screening FC(F)(F)c1cccc(-c2cc3nc(NCCCn4ccnc4)ccn3n2)c1 returned GalR3 antagonist -4.3.
Screening CCOC(=O)C1=CCN(S(=O)(=O)c2ccccc2C)C1c1cccc(F)c1 (centres undefined) returned GalR3 antagonist -7.3.
`CCCCS(=O)(=O)NCC1CCN(C(=O)C(=O)c2cc3ccccc3o2)CC1` gave GalR3 antagonist -3.2.
`Cc1ccccc1C(=O)N1CCC[C@H]1C(=O)N1CCC[C@H]1C(=O)NCc1ccccn1` gave GalR3 antagonist 2.5.
For CC1(C(=O)NS(=O)(=O)c2ccc(F)cc2F)CCN1C(=O)C/C=C/c1ccccc1 (centres undefined) the results were GalR3 antagonist -4.6.
`Cc1ccc(S(=O)(=O)N2CCC(=O)N([C@H](COCc3ccccc3)C(C)C)CC2)cc1` gave GalR3 antagonist -8.1.
Screening CN1OC[C@@H]2CN(C(=O)c3cccc4ccccc34)[C@H](c3ccccc3Br)C[C@@H]21 returned GalR3 antagonist -5.7.
COCCCN1C(=O)C(CC(=O)NCc2cccs2)CC(C(=O)N2CCCCCC2)=C1C (centres undefined) was read as GalR3 antagonist -6.9.
COc1ncc(-c2ccc(N3C(c4ccc([N+](=O)[O-])cc4)=Cc4ccccc4C3CC(C)=O)cc2)cn1 (centres undefined) was read as GalR3 antagonist -2.2.
Screening O=C(Nc1ccc2c(c1)OCCO2)C(c1ccccc1)n1c(=O)c(-c2cc3ccccc3[nH]2)nc2ccccc21 (centres undefined) returned GalR3 antagonist -2.9.
For Cc1ccc(S(=O)(=O)N2C[C@H]3[C@H]4C(=O)N(Cc5ccccc5)C(=O)[C@H]4CC(=O)[C@H]3[C@@H]2c2ccccc2F)cc1 the results were GalR3 antagonist -0.6.

(more compounds)
COc1ccccc1-c1cnc(C(O)c2cc(C)c(OC)c(C)c2)[nH]1 (centres undefined) was read as GalR3 antagonist -5.3.
Screening CN1CCN(C(=O)C[C@H]2CC[C@H]3[C@@H](COC[C@@H](O)CN3C(=O)C3CCCC3)O2)CC1 returned GalR3 antagonist -4.6.
Screening CC1(C(=O)NS(=O)(=O)c2ccc(Br)cc2)CCN1C(=O)Cc1ccsc1 (centres undefined) returned GalR3 antagonist 1.3.
`C=CC(=O)NC1CCCCN(CCC)C1=O` (centres undefined) gave GalR3 antagonist 0.1.
COCCNC(=O)C1CCCN(C(=O)c2cncc(Br)c2)CC1 (centres undefined) was read as GalR3 antagonist -2.6.
Cc1cnc(C(=O)N(c2ccc(N3CCOCC3)cc2)C2C(=O)Nc3ccccc3N=C2c2ccc3c(c2)OCO3)cn1 (centres undefined) was read as GalR3 antagonist -2.1.
`O=C(Nc1ccc(Cl)cc1)c1csc([C@@H]2O[C@H](CO)[C@@H](O)[C@H]2O)n1` gave GalR3 antagonist -2.4.
`COc1cccc(CNc2nc3cc(-c4ccc(OC)cc4C)sc3c(=O)n2C)c1` gave GalR3 antagonist -8.9.
Cc1cccc(C)c1NC(=O)C(c1ccccc1F)n1c(=O)c(-c2ccccc2)nc2ccccc21 (centres undefined) was read as GalR3 antagonist -9.2.
CCCNC(=O)C1(C)CCN(Cc2csc(-c3ccc(Cl)cc3)n2)C1 (centres undefined) was read as GalR3 antagonist -7.9.
For NC(=O)c1cccc(-c2ccnc3c2CC(C(=O)NCC2CC2)O3)c1 (centres undefined) the results were GalR3 antagonist -3.8.
Screening CC(=O)c1cccc(-c2ccnc3c2CC(C(=O)Nc2cccc(NS(C)(=O)=O)c2)O3)c1 (centres undefined) returned GalR3 antagonist -4.9.
Screening COC(=O)C1=C(C)N(Cc2cccc(C(F)(F)F)c2)C(=NCc2cccc(C(F)(F)F)c2)NC1c1ccc(Cl)cc1 (centres undefined) returned GalR3 antagonist -6.1.
For CCCN(C(=O)c1cn(CCC)c2ccccc12)c1ccc(Oc2cccnc2)cc1 the results were GalR3 antagonist -4.2.
For CCCCCCCCN1C(=O)[C@@H](CC(=O)NCc2ccc(C)o2)C[C@@]2(C(=O)OC)C1=C[C@H](C(C)(C)C)O[C@@H]2C the results were GalR3 antagonist -5.0.
Screening CCCCCCn1cc(CN2CC(N3CCN(C4CCN(C)CC4)CC3)CS2(=O)=O)nn1 (centres undefined) returned GalR3 antagonist -1.1.
`NCCCC(C(=O)O)N(C(=O)OCc1ccccc1)C(=O)OCc1ccccc1` (centres undefined) gave GalR3 antagonist -5.7.
For CCCCCCCCN1C(=O)[C@H](CC(=O)NCC2CCCCC2)C[C@@]2(C(=O)OCC)CCCC=C12 the results were GalR3 antagonist -3.1.
Screening NC(Cc1ccc(C(F)(F)F)cc1)c1csc(Nc2ccccn2)n1 (centres undefined) returned GalR3 antagonist -6.9.
C=C1C(=O)[C@]23C[C@H]1CCC2[C@]1(C)C(=O)CC[C@@](C)(C(=O)O)C1C[C@@H]3O (some centres undefined) was read as GalR3 antagonist -5.0.
Screening O=NN(C(=O)NCc1cccnc1)C1CCCCC1 returned GalR3 antagonist -7.3.
`CC(C)CCN1C(=O)c2ccccc2C1c1nnnn1Cc1ccccc1` (centres undefined) gave GalR3 antagonist -1.8.
`CCc1nc2ccc(C(=O)N3CCN(S(=O)(=O)CC)CC3)cn2c1N(C=O)CCC(C)C` gave GalR3 antagonist -7.3.
O=Cc1ccc(N2CCN(S(=O)(=O)c3ccc4c(c3)CC(=O)N4)CC2)cc1 was read as GalR3 antagonist 1.6.
Screening CCCS(=O)(=O)NC(=O)C1(C)CCN(C(=O)c2ccccc2OC(C)=O)C1 (centres undefined) returned GalR3 antagonist 1.9.
For COc1ccc(C(c2nnnn2-c2ccc3c(c2)OCCO3)N2CCN(C/C=C/c3ccccc3)CC2)cc1 (centres undefined) the results were GalR3 antagonist -5.6.
Screening CCOC(=O)N1CCN(C(=O)C[C@@H]2C[C@@]3(C(=O)OC)CC(C)(C)CC=C3N(Cc3ccc4c(c3)OCO4)C2=O)CC1 returned GalR3 antagonist -1.6.
Screening COc1ccc(NC(=O)C2(C)Cc3c(-c4ccc(C(N)=O)cc4)ccnc3O2)cc1 (centres undefined) returned GalR3 antagonist -5.5.
`COc1ccc(-c2nc3c(C)cc(Br)cn3c2CC(C)(C)C)cc1OC` gave GalR3 antagonist -3.6.
`CC1(C(=O)NS(=O)(=O)c2ccc3ccccc3c2)CCN1C(=O)CC1CCCCC1` (centres undefined) gave GalR3 antagonist -6.6.
Cc1cccc(N2O[C@H]3C=C[C@@H]2C3)n1 was read as GalR3 antagonist -7.9.
`CC(=O)N1C[C@@H](CN2C(=O)CCC2=O)[C@@H]2C[C@H]1c1ccccc1N2C` gave GalR3 antagonist -4.2.
`CN(c1cccnc1)c1ccc(NC(=O)Cc2c[nH]c3ccccc23)cc1-c1ccc(C(C)(C)C)cc1` gave GalR3 antagonist -3.7.
Screening Nc1[nH]c(C(=O)c2ccccc2)c(-c2ccc(Cl)cc2)c1C(=O)c1c[nH]c2ccccc12 returned GalR3 antagonist -4.7.
`O=C(Nc1ccc2c(c1)OCO2)c1ccc2nc([C@@H]3O[C@H](CO)[C@H](O)[C@H](O)[C@H]3O)[nH]c2c1` gave GalR3 antagonist -4.4.
Cc1ccccc1OC1(C)CCN(Cc2ccc(-c3ccccn3)cc2)C1 (centres undefined) was read as GalR3 antagonist -2.3.
For COc1cc(NC(=O)c2ccc(-c3cn[nH]c3)c3ccoc23)cc(OC)c1OC the results were GalR3 antagonist 6.1.
Screening COc1cc(OC)cc(-c2noc([C@H]3C[C@H](O)[C@@H](CO)O3)n2)c1 returned GalR3 antagonist -2.9.
Cn1cc(Cc2ccc(C(=O)N3CCCCC3)cn2)c2ccccc21 was read as GalR3 antagonist -2.2.
For CCc1nc2ccc(C(=O)Nc3cc(-c4ccccc4)ccc3OC)cn2c1N(C)Cc1ccc(Cl)cc1 the results were GalR3 antagonist -5.0.

Bioassay records deposited in PubChem BioAssay by The Scripps Research Institute Molecular Screening Center.
